ROC1-CUL1 inh: blocks human RBX1-Cullin-1 di-ubiquitin formation; in vitro K48 di-Ub FRET, acceptor:donor ratio, 45 min; inhibition, % at 10 µM; hit rate 0.6% among 140,000; in the data active = inhibition above about 25%
Target sequence (P62877 whole entry, looked up): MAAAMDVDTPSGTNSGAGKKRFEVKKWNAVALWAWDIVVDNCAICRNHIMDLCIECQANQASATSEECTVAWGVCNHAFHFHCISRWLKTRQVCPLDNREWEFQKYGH
Target sequence (Q13616 whole entry, looked up): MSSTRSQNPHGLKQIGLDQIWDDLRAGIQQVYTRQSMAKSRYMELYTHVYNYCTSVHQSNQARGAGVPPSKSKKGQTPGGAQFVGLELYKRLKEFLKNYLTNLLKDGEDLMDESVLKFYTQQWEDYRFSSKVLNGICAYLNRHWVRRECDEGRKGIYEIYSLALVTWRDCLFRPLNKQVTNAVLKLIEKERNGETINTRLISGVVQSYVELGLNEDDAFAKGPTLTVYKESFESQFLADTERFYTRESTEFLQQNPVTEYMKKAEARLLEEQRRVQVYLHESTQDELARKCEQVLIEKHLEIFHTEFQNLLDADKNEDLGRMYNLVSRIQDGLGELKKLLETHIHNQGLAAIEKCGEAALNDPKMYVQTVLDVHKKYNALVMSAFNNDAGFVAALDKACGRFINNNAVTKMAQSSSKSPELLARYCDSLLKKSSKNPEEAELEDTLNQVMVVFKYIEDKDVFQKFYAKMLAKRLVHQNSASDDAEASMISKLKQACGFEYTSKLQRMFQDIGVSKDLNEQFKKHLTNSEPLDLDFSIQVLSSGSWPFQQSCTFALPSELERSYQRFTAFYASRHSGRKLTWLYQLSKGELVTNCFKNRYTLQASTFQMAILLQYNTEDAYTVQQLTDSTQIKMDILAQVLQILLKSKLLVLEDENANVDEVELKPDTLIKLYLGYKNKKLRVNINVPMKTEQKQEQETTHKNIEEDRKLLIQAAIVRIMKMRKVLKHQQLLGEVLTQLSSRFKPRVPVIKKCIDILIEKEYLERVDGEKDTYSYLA
Starred values were filed as active, the others as inactive. This is a subset; the hit share may differ from the screen's.

The first five records, ahead of the listing:
SMILES	ROC1-CUL1 inh
Cc1ccccc1Cc1c(C)nc(N2CCN(c3ccccc3)CC2)[nH]c1=O	2
O=C1c2[nH]nc(-c3ccccc3O)c2C(c2cccc(OCc3ccccc3)c2)N1CCCO (configuration not stated)	2
CCc1cccc(C)c1-n1c(C)cc(/C=C2\C(=O)NC(=S)N(c3ccc(OC)cc3)C2=O)c1C	8
O=C(c1ccccc1)c1ccc(OC(=O)c2cccs2)cc1	1
CCn1ncc(CNC2COc3c(cccc3OC)C2)c1C (configuration not stated)	0

Main list, previewed entries included:
SMILES	ROC1-CUL1 inh
Cc1ccccc1Cc1c(C)nc(N2CCN(c3ccccc3)CC2)[nH]c1=O	2
O=C1c2[nH]nc(-c3ccccc3O)c2C(c2cccc(OCc3ccccc3)c2)N1CCCO (configuration not stated)	2
CCc1cccc(C)c1-n1c(C)cc(/C=C2\C(=O)NC(=S)N(c3ccc(OC)cc3)C2=O)c1C	8
O=C(c1ccccc1)c1ccc(OC(=O)c2cccs2)cc1	1
CCn1ncc(CNC2COc3c(cccc3OC)C2)c1C (configuration not stated)	0
CSc1ccccc1C(=O)Nc1cc(C(F)(F)F)cc(C(F)(F)F)c1	-2
COc1cc(CNCCSc2nnnn2C)ccc1OCc1ccc(F)cc1	-9
COC(=O)CSc1nccc(C)n1	-7
CCC(=O)N1c2ccccc2CC1C(=O)NCCc1ccccc1Cl (configuration not stated)	-5
CCOc1ccc(-c2csc3ncn(Cc4ccc(Cl)cc4Cl)c(=O)c23)cc1	0
Cc1ccc(Oc2coc3cc(OCC(=O)NC4CCCCC4)ccc3c2=O)cc1	12
CCCCNC(=O)CSc1nc2n[nH]c(C)c2c(=N)n1-c1ccccc1CC	8
Cc1ccc(/C=C2\SC(=S)N(CC(=O)Nc3nnc(C)s3)C2=O)cc1	-3
CCOc1cccc(CC2=NC(=O)N(CC)C2=O)c1O	-3
Nc1nonc1-n1nnc(C(=O)O)c1-c1ccc(Cl)cc1	0
CSCC(=O)N1CCCC1C(=O)Nc1ccc(-n2ccnc2C)cc1 (configuration not stated)	10
COc1cccc(OC)c1C(=O)Oc1cccc2ccccc12	9
O=C(Cn1nc2ccccc2n1)N1CCOC(Cc2cccc(F)c2)C1 (configuration not stated)	-6
CCOc1ccc(NC(=O)N=C2C(=O)N(c3ccccc3)N(C)C2C)cc1 (configuration not stated)	0
O=C(CCC1CCN(C(=O)CCN2CCCO2)CC1)NC1CCN(Cc2ccccc2)C1 (configuration not stated)	-8
CCCCOc1ccc(C(=O)C2C(=O)C(=O)N(Cc3cccnc3)C2c2ccc(C)cc2)cc1C (configuration not stated)	9
O=C(NNC(=S)Nc1cccc(Cl)c1)c1ccc(OC(F)F)cc1	-2
COC(=O)Cn1c(=O)c2c(nc3n2CCN3c2cccc(C)c2)n(C)c1=O	-9
CC(=O)Nc1nnc(SCC2=Nc3c(Cl)cccc3C(=O)C2)s1	-8

Some of the entries so far, bar-delimited.
compound | ROC1-CUL1 inh
Cc1ccc(/C=C2\SC(=S)N(CC(=O)Nc3nnc(C)s3)C2=O)cc1 | -3
CCOc1cccc(CC2=NC(=O)N(CC)C2=O)c1O | -3
Nc1nonc1-n1nnc(C(=O)O)c1-c1ccc(Cl)cc1 | 0

More records:
SMILES	ROC1-CUL1 inh
CCCOc1cccc(NC(=O)C(C)(C)C)c1	8
COc1ccc(C(=O)N2CC(=O)Nc3ccc(C)cc3C2c2ccccc2)cc1OC (configuration not stated)	1
COc1ccccc1C(=O)NCCn1cc(SCC(=O)Nc2ccccc2F)c2ccccc21	4
O=[N+]([O-])c1ccc(S(=O)(=O)NNc2nc3ccccc3nc2Cl)cc1	-3
O=C(COc1ccccc1Cl)N1c2ccccc2Sc2ccccc21	-9
CCOC(=O)c1ccc(N2C(=O)c3n[nH]c(-c4ccco4)c3C2c2ccc(OC)cc2OC)cc1 (configuration not stated)	-5
CC(C)c1ccc(CN2CCCC(O)(CN3CCCC3)C2=O)cc1 (configuration not stated)	1
CCOC(=O)c1c(-c2cccs2)csc1NC(=O)CSc1nc(C)nc2sc3c(c12)CCC3	-7
CCOc1cccc(C2c3c(oc4ccc(F)cc4c3=O)C(=O)N2c2cc(C)ccn2)c1 (configuration not stated)	-10
CCOCCCNC(=O)c1ccc(OCC)c(OCC)c1	10
COc1cccc(-c2nc(SCC(=O)NC3CCCC3)c(-c3ccccc3)[nH]2)c1	-8
c1cc(-c2ccc(CN3CCC(n4cc(C5CC5)nn4)CC3)o2)[nH]n1	-9
Cc1cnc(C)c(-c2ccc3c(c2)CC(CNC(=O)CSc2ccccn2)O3)n1 (configuration not stated)	2
O=C(Nc1ccc(CN2CCOCC2)cc1)c1ccc(Cl)cc1	12
CCCC(=O)N1c2ccccc2-c2nnc(SC)nc2OC1c1cccc(OC)c1 (configuration not stated)	-1
CCN(C(=O)c1cc(S(=O)(=O)N2CCCC2)cn1C)c1ccc(OC)cc1	1
N#Cc1nc(-c2ccccc2Cl)oc1NC1CCCCC1	12
CC(=O)Nc1c(C)ccc(Cl)c1[N+](=O)[O-]	-2
CCOC(=O)c1c(C)[nH]c(C)c1S(=O)(=O)N(C)CC(=O)NCc1ccc(C)cc1	-7
Cc1ccc(-n2nnnc2-c2cnn(-c3cccc(Cl)c3)c2C(F)(F)F)cc1	4
N#CC1C(=N)Oc2c(ccc3ccccc23)C1c1ccccc1OCc1ccccc1Cl (configuration not stated)	-6
COc1ccc(O)c(CN2CCC(c3nc(-c4ccncc4)ncc3-c3cccc(C)c3)CC2)c1	0
CC1=Nc2ncnn2C(c2cccnc2)C1C(=O)Nc1ccccc1C (configuration not stated)	1
CCCS(=O)(=O)Nc1cc(-c2cn3ccc(C)cc3n2)ccc1C	4
COc1ccc(S(=O)(=O)N(C(=O)c2ccncc2)c2ccc3oc(C)c(C(C)=O)c3c2)cc1	-5
O=C(OCc1ccccc1)c1ccccc1Cl	-2
COC(=O)c1cc(O)c(C(=O)Nc2cccc(C(F)(F)F)c2)s1	5
O=C(CSc1c(-c2ccccc2)c2cc(Cl)ccc2[nH]c1=O)NC1CCCC1	-6
O=S(=O)(Nc1nc2n(n1)C(c1ccc(F)cc1)CC(c1ccccc1)=N2)c1ccc(Cl)cc1 (configuration not stated)	-1
Cc1nc(N(C)C2CCCCC2)ncc1C(C)NC(=O)CCN1CCCC1=O (configuration not stated)	12
CCCc1cc2c(=O)c(-c3ccc4c(c3)OCCCO4)coc2cc1OC(=O)N1CCOCC1	4
COc1ccc(CC(=NC(=O)c2ccco2)C(=O)Nc2ccc(C(C)=O)cc2)cc1	14
CC(C)n1ccc2c(cnc3ncnn32)c1=O	-1
O=S(=O)(Cc1ccc(Cl)cc1)Nc1ccccc1Cl	2
Cc1ccc(C2=NN(C(=O)C3CCCO3)C(c3ccccc3F)C2)cc1 (configuration not stated)	9
COc1cccc(C(=O)Nc2cccc(NC(=O)c3ccc(Cl)cc3Cl)c2)c1	-4

Laid out differently: results already given
canonical_smiles | ROC1-CUL1 inh
O=S(=O)(Nc1nc2n(n1)C(c1ccc(F)cc1)CC(c1ccccc1)=N2)c1ccc(Cl)cc1 (configuration not stated) | -1
Cc1nc(N(C)C2CCCCC2)ncc1C(C)NC(=O)CCN1CCCC1=O (configuration not stated) | 12
CCCc1cc2c(=O)c(-c3ccc4c(c3)OCCCO4)coc2cc1OC(=O)N1CCOCC1 | 4
COc1ccc(CC(=NC(=O)c2ccco2)C(=O)Nc2ccc(C(C)=O)cc2)cc1 | 14

(listing goes on)
SMILES	ROC1-CUL1 inh
COc1ccc(Nc2oc(COc3ccc(OC)cc3)nc2C#N)cc1	4
COc1ccc(C)cc1NC1CCCC(C)C1 (configuration not stated)	-1
CC(C)CCN(C)C(=O)C1CCN(C2CCN(c3nc4ccccc4o3)CC2)CC1	0
COc1ccc(NC(=O)c2ccco2)cc1NC(=O)COc1cc(C)cc(C)c1	4
Cc1ccc(-n2ncc3c(=O)n(Cc4cccc(C(F)(F)F)c4)cnc32)cc1C	0
COc1ccc(-c2nn(-c3ccccc3)cc2C(=O)NCc2ccccc2)cc1	3
Cc1ccc2oc(=O)c3cnn(CC(=O)N(C)c4ccc(F)cc4)c3c2c1	-6
CCc1nnc(SCc2ccc(CSc3nnc(CC)n3N)cc2)n1N	2
COc1ccccc1OC(=O)C(C)C	-6
CCOC(=O)c1cccc(NC(=O)C2CCN(S(=O)(=O)c3c(C)noc3/C=C/c3ccc(C)cc3)CC2)c1	-5
Cc1cc(C(=O)OC(C(=O)c2ccccc2)c2ccccc2)c2ccccc2n1 (configuration not stated)	2
O=C(C1CCC(Cn2c(=O)c3sccc3n(Cc3ccccc3F)c2=O)CC1)N1CCCCC1 (configuration not stated)	0

4 entries from above, sorted by their value in ROC1-CUL1 inh, rising.
structure | ROC1-CUL1 inh
CCCC(=O)N1c2ccccc2-c2nnc(SC)nc2OC1c1cccc(OC)c1 (configuration not stated) | -1
CCOc1ccc(-c2csc3ncn(Cc4ccc(Cl)cc4Cl)c(=O)c23)cc1 | 0
Cc1ccccc1Cc1c(C)nc(N2CCN(c3ccccc3)CC2)[nH]c1=O | 2
Cc1ccc(Oc2coc3cc(OCC(=O)NC4CCCCC4)ccc3c2=O)cc1 | 12

Continuation.
SMILES	ROC1-CUL1 inh
CCOC(=O)c1c(NC(=O)CN2CCOCC2)sc(C)c1C	12
CCOC(=O)CNC(=O)/C=C/c1c(Cl)cccc1Cl	3
CCSCCSc1nc(-c2cccs2)cc(-c2ccccc2)c1C#N	-1
O=C(Nc1ccccc1Sc1ncnc2scc(-c3ccccc3)c12)c1ccc(Cl)cc1	3
COc1ccc(C(C)NCc2ccncc2)cc1 (configuration not stated)	-9
CC1=C/C(=N\OC(=O)c2ccco2)CC(C)(C)C1	-7
CC(C)c1cccc(C(C)C)c1N=Cc1ccco1	6
Cc1cc2c(cc3c(SCc4nc(-c5ccccc5)oc4C)nnc(C)n32)o1	4
COc1ccc(NC(=O)c2sc3nc(C)c(C(=O)Nc4ccc(C)cc4C)c(-c4sccc4C)c3c2N)cc1	1
O=C(CSc1ccccc1)N1CCc2onc(-c3ccc(Cl)cc3)c2C1	-1
Cc1ccc(NC(=O)c2sc3cccc(F)c3c2Cl)nc1	17
Cc1ccccc1-c1noc(-c2cccnc2N(C)Cc2ccc(Cl)cc2)n1	-9
CCOCc1nn2c(Cc3ccccc3)nnc2s1	5
Oc1cc(OCc2ccc(Cl)cc2Cl)ccc1-c1[nH]ncc1-c1ccc(Cl)cc1	-2
Cc1nn(Cc2ccc(F)cc2)c(C)c1NC(=O)c1cc2nc3c(c(C(F)(F)F)n2n1)CCc1ccccc1-3	-4
COc1ccc(NC(=O)C2CCC(=O)N2C(=O)OCc2ccccc2)cc1 (configuration not stated)	3
Cc1ccc(C)c(NC(=O)CCc2c(C)n(C)c3cc(-c4ccccc4C)nn3c2=O)c1	-7
COC(=O)C1(C(F)(F)F)N=C(c2ccc(Cl)cc2Cl)OC(N(C)C)=N1 (configuration not stated)	-4
CCOc1nc(-c2ccco2)nnc1-c1ccc(OC)cc1	5
CCCCOc1ccc(/C=N/NS(=O)(=O)c2ccc(NC(C)=O)cc2)cc1OC	8
Cc1cccc(Cn2c(COc3ccc(Cl)cc3)nc3ccccc32)c1	-2
O=C(Cn1c(-c2cccs2)cc2cc(F)ccc21)NCCCN1CCN(c2ccc(F)cc2)CC1	0
CC1=NC(C(F)(F)F)(C(F)(F)F)N=C2C(Cl)=CC(C(F)(F)F)=CN12	9
Cc1occc1C(=O)N/N=C/c1ccc([N+](=O)[O-])o1	-7
C=CCNC(=S)Nc1ccc(OCc2nc3ccccc3s2)cc1	7
CSC1=NN(C(C)=O)C(c2c[nH]c3ccccc23)C(=O)N1 (configuration not stated)	-1
O=C1c2ccccc2-c2onc3c(N4CCCC4)cc(N4CCCC4)c1c23	5
COc1cc(Cl)nc(-n2ncc(Cl)c(Cl)c2=O)n1	-7
CCN1CCN(C(=O)C(C)(C)Oc2cc(C)ccc2Cl)CC1	-3
O=c1oc2ccccc2n1CCCCN1CCN(c2ccccc2)CC1	18
O=c1/c(=C\c2cc(Cl)cc(Cl)c2O)sc2n1C(c1ccc(Cl)cc1Cl)C1=C(N=2)c2ccccc2CC1 (configuration not stated)	35*
C(=N\Nc1nc2ccccc2s1)/C1=C(c2ccccc2)Oc2ccccc2C1c1ccccc1 (configuration not stated)	4
COc1cccc(CN2CCCC3(CCN(C(=O)c4cc[n+]([O-])cc4)C3)C2)c1 (configuration not stated)	-2
COc1ccc(N(CC(=O)N2CCN(c3ccc(F)cc3)CC2)S(=O)(=O)c2c(C)n[nH]c2C)cc1	0
Brc1ccc(-c2nnc3sc(-c4ccncc4)nn23)cc1	2
CN1CCCC2(CCN(C(=O)CCCCc3ccccc3)C2)C1=O (configuration not stated)	5
COc1cccc(OCc2cc(C(=O)NCC3(C)COC3)n[nH]2)c1	6
CCOc1ccc(C(CCc2ccccc2)NC(=O)c2ccco2)cc1OCC (configuration not stated)	12
Cc1ccc(C(c2c(C)n(C)n(-c3ccccc3)c2=O)c2c(C)n(C)n(-c3ccccc3)c2=O)s1	0
CCOc1ccc(NC(=O)c2c(NC(=O)C(C)(C)C)sc3c2CCCCC3)cc1	12
Cc1ccc(NC(=O)C(=O)NCC(c2cccnc2)N2CCN(Cc3ccccc3)CC2)cc1C (configuration not stated)	-5
CCc1c(C(=O)Nc2scc3c2c(=O)oc2ccccc23)csc1C	4
Cc1cc(C)c(C(=O)N2CCCC(CCC(=O)N3CCN(C)CC3)C2)o1 (configuration not stated)	-4
C#CCN(C(=O)CCC1(Cc2ccc(OC)c3ccccc23)CCC(=O)N1)C1CCCCC1 (configuration not stated)	11
Cc1cc(C)n2c(-c3ccccc3Cl)nnc2n1	-1
O=C(NNC(=O)c1ccncc1)Nc1ccc(Cl)c(Cl)c1	12
CCN(C)C(=O)C1CCCN(C2CCN(Cc3ccccc3)CC2)C1 (configuration not stated)	1
CCC(=O)Nc1ccc(NCc2ccccc2C)cc1	2
COC(=O)C(C)C(O)(C(=O)c1ccc([N+](=O)[O-])cc1)c1ccc([N+](=O)[O-])cc1 (configuration not stated)	-8
C1CSC(C2NCCS2)N1 (configuration not stated)	6
O=c1/c(=C\c2ccccc2)sc2n1C(c1ccc(Cl)cc1Cl)C1=C(N=2)c2ccccc2CC1 (configuration not stated)	3
CNCCOc1ccccc1F	-3
COc1ccc(Cl)cc1NC(=O)Cn1c(=O)n(-c2ccc(C)cc2)c(=O)c2ccc(C(=O)NCc3ccccc3Cl)cc21	10
CC(C)c1nnc(NC(=O)c2nc(S(=O)(=O)Cc3ccccc3)ncc2Cl)s1	-3

Bioassay records (PubChem)
